T cruzi growth – T. cruzi intracellular proliferation inhibitors, primary screen, cell-based, beta-gal Tulahuen parasites, NIH3T3 host, luminescence; actives 5.9% (n = 77,000); AID 624255, 2012; inhibition, % at 8.34 µM; T. cruzi beta-gal in NIH3T3, GalScreen luminescence, 90 h;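 active means mean inhibition above about 93%, with at least 55% of replicates each passing it, limit read from the data, passing the limit was not always enough; inconclusive means only one of those two conditions holds; inactive means neither condition holds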
C diff HTS – C. difficile growth inhibitors, primary screen, HTS; Clostridium difficile clinical isolate growth, OD600, 24 h; active compounds read low; growth activity, negative = inhibition, % at 16 µg/mL (by protocol); actives 0.25% (n = 86,000); AID 1259249, 2017;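 active means mean growth activity at or below -80% and every replicate also at or below -80%; inconclusive means mean at or below -80% but some replicate above -80%; inactive means mean growth activity above -80%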;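 further: 0% = DMSO wells and -100% = levofloxacin 16 µg/mL wells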
Pf Dd2 inh – P. falciparum Dd2 growth inhibitors, primary screen, SYBR Green fluorescence, single dose replicates | 72 h; active compounds read low | activity change, % at 10 µM | actives 2.3% (n = 94,000) | AID 1159554, 2015; in the data active means activity change below about -80%; inconclusive means no clear call, values can overlap the other calls
GASC1 inh – inhibitors of GASC-1 (KDM4C) histone demethylase, primary screen, biochemical, single concentration HTS; GST-KDM4C 2-372, H3K9me3 peptide, LANCE TR-FRET; actives 0.15% (n = 96,000); inhibition, % at 12.5 µM;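 active means mean replicate inhibition above about 25%, with at least 55% of replicates also reaching it, limit read from the data, passing the limit was not always enough; inconclusive means only one of those two conditions met; inactive means neither condition met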
Target sequence (Q9H3R0 2-372 limits assumed): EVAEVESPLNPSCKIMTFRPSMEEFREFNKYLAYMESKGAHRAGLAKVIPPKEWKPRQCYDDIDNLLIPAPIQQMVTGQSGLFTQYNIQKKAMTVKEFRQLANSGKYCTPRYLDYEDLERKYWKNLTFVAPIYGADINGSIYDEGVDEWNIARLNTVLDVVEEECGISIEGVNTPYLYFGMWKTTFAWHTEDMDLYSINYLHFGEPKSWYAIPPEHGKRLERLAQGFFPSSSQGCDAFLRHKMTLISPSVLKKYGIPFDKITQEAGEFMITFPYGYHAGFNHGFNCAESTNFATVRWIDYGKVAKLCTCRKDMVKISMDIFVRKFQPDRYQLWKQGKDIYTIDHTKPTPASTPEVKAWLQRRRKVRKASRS
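material = GST-tagged GASC-1 (JMJD2C) catalytic fragment, aa 2-372 | amount = enzyme final amount 10 nM | medium = HEPES buffer, pH 7.5, plus ascorbate | also added = H3K9me3 peptide substrate, Fe(II), 2-oxoglutarate | dosing = single dose | times = 30 min demethylation and 1 h detection at room temperature | detection = LANCE TR-FRET | read-out basis = Fall in 671/618 emission ratio as inhibition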
* = called active by the depositor; ? = inconclusive; · = not tested or not shown; & = joins results of further samples.

#	Structure	T cruzi growth	C diff HTS	Pf Dd2 inh	GASC1 inh
1	C[C@@H]1CN([C@@H](C)CO)C(=O)c2cc(NC(=O)NC3CCCCC3)ccc2O[C@@H]1CN(C)C(=O)Nc1ccccc1	60	-7	-20	-0.3
2	CCC(=O)Nc1ccc2c(c1)OC[C@@H](C)N(C(=O)c1ccc(F)cc1)C[C@H](C)[C@H](OC)CN(C)C2=O	-4	·	-2	0.2
3	CN1C(=O)c2cc(NC(=O)Nc3ccccc3F)ccc2OC[C@@H]2O[C@H](CC(=O)O)CC[C@H]21	-12	-3	3	0.0
4	CO[C@@H]1CN(C)C(=O)c2cc(NC(=O)c3cnccn3)ccc2OC[C@@H](C)N(C(=O)c2cnccn2)C[C@H]1C	-3	·	29	4.2
5	C[C@@H]1CN([C@@H](C)CO)C(=O)c2cc(NC(=O)CCCN(C)C)ccc2O[C@@H]1CN(C)C	·	1	19	-0.6
6	CN(C)C(=O)C[C@@H]1C[C@H]2c3cc(NS(=O)(=O)c4ccc(F)cc4)ccc3O[C@H]2[C@@H](CO)O1	?	2	24	8.1
7	Cc1ccccc1-c1cnc2c(c1)C(=O)N([C@H](C)CO)C[C@H](C)[C@H](CN(C)Cc1ccccc1F)O2	77	-2	-12	-0.5
8	COc1ccc(NC(=O)Nc2ccc3c(c2)C(=O)N([C@@H](C)CO)C[C@H](C)[C@H](CN(C)Cc2ccccc2)O3)cc1	42	-3	40	-0.5
9	C[C@@H]1CN([C@H](C)CO)C(=O)Cc2cc(NC(=O)Nc3ccc(C(F)(F)F)cc3)ccc2O[C@H]1CN(C)Cc1ccc(C(=O)Nc2ccccc2N)cc1	56	16	-21	-1.0
10	O=C(C[C@@H]1C[C@H]2c3cc(NC(=O)Nc4ccccc4F)ccc3O[C@H]2[C@H](CO)O1)NCC(F)(F)F	·	9	-4	-0.7
11	C[C@H](CO)N1C[C@H](C)[C@H](CN(C)C(=O)NC2CCCC2)Oc2ncc(C#CC3CCCCC3)cc2C1=O	93	8	-51	-2.9
12	CCC(=O)N1CC[C@@H]2[C@H]1c1cc(C#Cc3ccccc3F)ccc1N[C@@H]2CO	68	-6	-26	7.3
13	COc1cccc(CNC(=O)C[C@@H]2CC[C@@H](NC(=O)C3CCC3)[C@H](CO)O2)c1	44	7	-17	-0.7
14	CO[C@@H]1CN(C)C(=O)c2cc(NC(C)=O)ccc2OC[C@@H](C)N(Cc2cncnc2)C[C@@H]1C	-28	·	27	1.1
15	C[C@@H]1CN([C@H](C)CO)C(=O)c2c(c3ccccc3n2C)-c2ccccc2CO[C@@H]1CN(C)S(=O)(=O)c1ccsc1	52	-3	-5	0.5
16	C[C@H](CO)N1C[C@H](C)[C@H](CN(C)S(=O)(=O)c2ccc(C#N)cc2)Oc2ncc(C#Cc3cccc(F)c3)cc2C1=O	11	3	-41	-2.2
17	C[C@H](NC(=O)C[C@@H]1C=C[C@@H](NC(=O)C2CCC2)[C@H](CO)O1)c1ccccc1	41	·	10	5.7
18	C[C@H]1CCCCO[C@H](CN(C)S(=O)(=O)c2ccc(Cl)cc2)[C@@H](C)CN([C@@H](C)CO)C(=O)c2cc(NC(=O)Nc3ccccc3)ccc2O1	88	·	?	-1.8
19	Cc1noc(C)c1NC(=O)Nc1ccc2c(c1)C(=O)N([C@@H](C)CO)C[C@H](C)[C@@H](CN(C)C(=O)Cc1ccccc1)OCCCC[C@H](C)O2	74	-5	-35	1.1
20	CC(C)NC(=O)N(C)C[C@H]1OCCCC[C@@H](C)Oc2ccc(NC(=O)Nc3cccc4ccccc34)cc2C(=O)N([C@H](C)CO)C[C@@H]1C	33	-1	·	-0.6
21	O=C(C[C@@H]1CC[C@H]2[C@@H](COC[C@@H](O)CN2C(=O)c2ccncc2)O1)NCc1cccc(F)c1	-28	-2&-2	·	0.4
22	CNC[C@@H]1Oc2c(NC(=O)Nc3ccc(OC)cc3)cccc2C(=O)N([C@@H](C)CO)C[C@@H]1C	21	-1	10	-0.2
23	O=C(Cc1ccncc1)Nc1ccc2c(c1)[C@@H]1C[C@H](CC(=O)N3CCc4ccccc4C3)O[C@@H](CO)[C@@H]1O2	17	8	-71	-1.1
24	CO[C@@H]1CN(C)C(=O)c2ccc(NC(C)=O)cc2OC[C@H](C)N(Cc2ccccc2C(=O)O)C[C@H]1C	-33	·	49	0.7
25	Cc1cccc(-c2ccccc2[C@H]2[C@@H](C#N)N(c3ncc(-c4ccccc4)s3)[C@H]2CO)c1	·	7	15	-4.4
26	O=C(C[C@@H]1CC[C@@H]2[C@H](COC[C@H](O)CN2C(=O)Nc2ccc(Cl)c(Cl)c2)O1)NCc1ccc(Cl)c(Cl)c1	107*	·	-4	-0.6
27	Cc1ccc(S(=O)(=O)N(C)C[C@@H]2Oc3c(NC(=O)c4cc(C)nn4C)cccc3C(=O)N([C@H](C)CO)C[C@@H]2C)cc1	10	2	-20	-0.9
28	C[C@@H]1CN([C@H](C)CO)C(=O)Cc2cc(NC(=O)CCCCCC(=O)Nc3ccccc3N)ccc2O[C@H]1CN(C)C(=O)Nc1ccc2c(c1)OCO2	40	-6	12	0.2
29	O=C(O)C[C@@H]1CC[C@H](NC(=O)Nc2ccccc2)[C@H](CO)O1	25	·	3	-0.8
30	COc1ccc(NC(=O)Nc2cccc3c2O[C@@H](CN(C)C(=O)NC(C)C)[C@@H](C)CN([C@H](C)CO)C3=O)cc1	20	-3	-2	0.0
31	O=C(c1cccc(F)c1)N1C[C@@H]2[C@H](c3ccccc31)[C@H](CO)N2C(=O)C1CCCC1	-1	1	-2	2.5
32	COc1ccc2c3c([nH]c2c1)[C@@H](CO)N(CC1CC1)CC31CCN(C(=O)c2ccccc2F)CC1	·	8	-74	-2.0
33	C[C@@H]1CN([C@H](C)CO)C(=O)c2cc(NS(C)(=O)=O)ccc2O[C@@H](C)CCCCO[C@H]1CN(C)Cc1ccc(C(F)(F)F)cc1	116*	10	-34	0.6
34	CNC[C@H]1Oc2cc(C#Cc3cccc(OC)c3)ccc2S(=O)(=O)N([C@H](C)CO)C[C@@H]1C	77	23	-58	-2.3
35	O=C(NC1CCC1)[C@H]1[C@H](CO)[C@H]2Cn3c(cccc3=O)[C@@H]1N2CC1CCCCC1	45	-3	·	-0.9
36	Cc1cccc(CN(C)C[C@@H]2Oc3ncc(Br)cc3C(=O)N([C@H](C)CO)C[C@@H]2C)c1	6	-2	19	-0.4
37	C[C@H](CO)N1C[C@H](C)[C@@H](CN(C)Cc2cncnc2)Oc2ncc(C#Cc3ccccn3)cc2C1=O	?	-1	10	2.6
38	CN1C(=O)c2cc(NC(=O)c3cccc(Cl)c3)ccc2OC[C@@H]2O[C@@H](CC(=O)NC3CCCCC3)CC[C@@H]21	87	-7	-42	0.6
39	O=C(Nc1ccccc1F)N1CC(=O)N2[C@H](CO)[C@@H](c3ccc(C#CC4CC4)cc3)[C@@H]2C1	·	6	-13	0.3
40	Cc1ccc(S(=O)(=O)Nc2cccc3c2O[C@H](CN(C)Cc2ccc(C(=O)O)cc2)[C@@H](C)CN([C@H](C)CO)C3=O)cc1	1	-3	22	-1.5
41	Cc1ccc(NC(=O)Nc2ccc3c(c2)C(=O)N(C)[C@@H]2CC[C@H](CC(=O)O)O[C@@H]2CO3)cc1	9	-8	3	-0.1
42	CCCNC(=O)[C@@H]1[C@@H](CO)[C@@H]2Cn3c(ccc(-c4cccc(OC)c4)c3=O)[C@H]1N2CCC	100*	4	5	-0.3
43	O=C(C[C@H]1CC[C@@H]2[C@H](COC[C@@H](O)CN2C(=O)Nc2cc(Cl)cc(Cl)c2)O1)N1CCOCC1	30	55&-12	·	1.5
44	CC(C)C#Cc1ccc([C@@H]2[C@H]3CN(C(=O)NC4CCCCC4)CC(=O)N3[C@H]2CO)cc1	·	-16	-30	1.2
45	COc1ccc(NC(=O)N(C)C[C@H]2Oc3ccc(NC(=O)C4CCCCC4)cc3C(=O)N([C@@H](C)CO)C[C@@H]2C)cc1	21	0	11	0.2
46	CO[C@@H]1CN(C)C(=O)c2cc(NC(C)=O)ccc2OC[C@@H](C)N(C(=O)c2ccccc2)C[C@H]1C	-20	1	·	1.5
47	O=C(c1ccc(F)cc1)N1CCCCN2[C@@H](CO)[C@H](c3ccc(-c4ccc(F)cc4)cc3)[C@@H]2C1	104*	56	2	·
48	COc1ccccc1S(=O)(=O)N[C@H]1CC[C@@H](CC(=O)N2CCOCC2)O[C@H]1CO	11	3	-3	0.7
49	C[C@@H]1CN([C@H](C)CO)C(=O)c2cc(NS(C)(=O)=O)ccc2O[C@@H]1CN(C)Cc1ccc(C(F)(F)F)cc1	43	0	-2	0.2
50	CCCNC(=O)[C@H]1[C@H](CO)[C@H]2Cn3c(cccc3=O)[C@H]2N1C(=O)CC1CC1	72	-3	25	-0.2
51	CC(C)C#Cc1ccc([C@@H]2[C@@H](CO)N3CCCCN(C(=O)c4ccc5c(c4)OCO5)C[C@H]23)cc1	67	-2	-57	-0.1
52	C/C=C/c1ccc([C@H]2[C@@H](CO)N[C@@H]2CN(CC)C(=O)CN2CCOCC2)cc1	-25	3	24	-0.7
53	C[C@@H]1CN([C@H](C)CO)C(=O)c2cccc(NC(=O)Nc3cccc4ccccc34)c2O[C@@H]1CN(C)CC1CCCCC1	-26	3	-64	-0.4
54	C[C@H]1CN([C@@H](C)CO)C(=O)c2cc(NC(=O)Nc3ccc4c(c3)OCO4)ccc2O[C@H]1CN(C)C(=O)Nc1ccc2c(c1)OCO2	13	-1	12	8.0
55	O=C(C[C@H]1C=C[C@H](NS(=O)(=O)c2cccc(F)c2)[C@H](CO)O1)N1CCCCC1	29	0	22	-0.6
56	CO[C@@H]1CN(C)C(=O)c2cc(NC(=O)C3CCOCC3)ccc2OC[C@H](C)N(Cc2nccs2)C[C@H]1C	-94	·	3	0.1
57	O=C([C@H]1[C@H](CO)[C@H]2Cn3c(cccc3=O)[C@H]2N1C(=O)CC1CC1)N1CCc2ccccc2C1	32	0	11	0.5
58	C[C@@H]1CN([C@H](C)CO)C(=O)c2cc(NC(=O)Cn3cnnn3)ccc2O[C@H]1CN(C)S(C)(=O)=O	-25	-3	16	0.2
59	COc1ccc(S(=O)(=O)N(C)C[C@@H]2OCCCC[C@H](C)Oc3ccc(NC(=O)c4ccccc4)cc3C(=O)N([C@H](C)CO)C[C@H]2C)cc1	61	2	-83*	-1.7
60	Cc1noc(C)c1S(=O)(=O)Nc1ccc2c(c1)C(=O)N([C@H](C)CO)C[C@H](C)[C@@H](CN(C)C(=O)NC1CCCCC1)OCCCC[C@H](C)O2	-66	2	-12	0.3

Full records as entered above.
CO[C@@H]1CN(C)C(=O)c2cc(NC(=O)C3CCOCC3)ccc2OC[C@H](C)N(Cc2nccs2)C[C@H]1C is listed as T cruzi growth = -94; C diff HTS = ·; Pf Dd2 inh = 3; GASC1 inh = 0.1
C[C@@H]1CN([C@H](C)CO)C(=O)c2cccc(NC(=O)Nc3cccc4ccccc34)c2O[C@@H]1CN(C)CC1CCCCC1 is listed as T cruzi growth = -26; C diff HTS = 3; Pf Dd2 inh = -64; GASC1 inh = -0.4
COc1ccccc1S(=O)(=O)N[C@H]1CC[C@@H](CC(=O)N2CCOCC2)O[C@H]1CO is listed as T cruzi growth = 11; C diff HTS = 3; Pf Dd2 inh = -3; GASC1 inh = 0.7

Next part.
#	Structure	T cruzi growth	C diff HTS	Pf Dd2 inh	GASC1 inh
61	C[C@H]1CN([C@@H](C)CO)S(=O)(=O)c2ccc(-c3ccc(C(=O)N(C)C)cc3)cc2O[C@H]1CN(C)C(=O)C1CC1	69	·	-17	-1.1
62	CCC(=O)Nc1ccc2c(c1)OC[C@@H](C)N(C(=O)c1ccncc1)C[C@@H](C)[C@@H](OC)CN(C)C2=O	7	-2	·	-0.2
63	COc1ccc2c3c([nH]c2c1)[C@@H](CO)N(Cc1nccs1)CC31CN(C(=O)C2CC2)C1	·	-4	-18	-1.0
64	O=C(C[C@H]1CC[C@H]2NC[C@@H](O)COC[C@@H]2O1)Nc1ccc(-c2ccccc2)cc1	-64	10&0	-17	-1.8
65	C[C@@H]1CCCCO[C@@H](CN(C)C(=O)c2ccccc2)[C@H](C)CN([C@H](C)CO)C(=O)c2cc(NC(=O)Cc3ccccc3)ccc2O1	54	2	-68	-0.1
66	COc1ccc(C#Cc2ccc3c(c2)O[C@@H](CN(C)C(=O)c2ccccn2)[C@@H](C)CN([C@@H](C)CO)S3(=O)=O)cc1	·	5	-62	-2.0
67	COc1ccc2c3c([nH]c2c1)[C@@H](CO)N(Cc1ccccn1)CC31CCN(C(=O)CC2CC2)CC1	·	7	-60	2.0

Screening results from PubChem.
